Vif-A3G inh = qHTS for Inhibitors of Vif-A3G Interactions: qHTS; HeLa A3G-eYFP + Vif (tagged APOBEC3G with the HIV-1 protein that degrades it), YFP fluorescence, overnight; Potency, µM (doses to about 46.1 µM), without a hit: at the highest dose activity, negative = active, usual class: inhibitors; 0.076% of 410,000 active; DNA dC->dU-editing enzyme APOBEC-3G (Homo sapiens), Q9HC16;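 also: potency is read from the fitted curve at half-maximal effect; % is scaled to controls: 0 for no effect and ±100 for the full control effect; nearly all actives have a fitted effect of over 60% in size; hits raise eYFP signal because A3G escapes Vif-driven loss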
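Read-out is eYFP fluorescence (Ex 488/Em 500-530) from Vif-expressing HeLa A3G-eYFP cells; more signal means A3G escaped Vif-mediated degradation. Cells plated overnight, compound pinned in, incubated overnight at 37 deg C.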
mIDH1 inhibitor = qHTS for Inhibitors of mutant isocitrate dehydrogenase 1 (IDH1): qHTS. IDH1-R132H enzyme, NADPH consumption, diaphorase/resazurin fluorescence. Potency, µM (series often up to 76.6 µM), without a hit: at the highest dose activity change, negative = inhibition, actives largely listed as inhibitors. 0.093% of 390,000 active; also: potency is read from the fitted curve at half-maximal effect; % is scaled to controls: 0 for no effect and ±100 for the full control effect; nearly all actives have a fitted effect of over 65% in size
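IDH1-R132H (0.5 ug/mL) preincubated 30 min with compound, then NADPH (0.016 mM) and alpha-KG (2 mM) added; 80 min at RT, pH 7.5. Remaining NADPH coupled via diaphorase/resazurin to fluorescence (540/590 nm); concentration-response curves normalized to no-enzyme control.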
RGS4 inh = Inhibitors of Regulator of G Protein Signaling (RGS) 4: qHTS; Regulator of G-protein signaling 4 (Homo sapiens), P49798; Transcreener GDP fluorescence polarization, RGS4-accelerated GTP hydrolysis; Potency, µM (series often up to 114 µM), for inactives: at the highest dose activity change, negative = inhibition, actives largely listed as inhibitors; 0.039% of 390,000 active; AID 504845, 2011; also: potency is read from the fitted curve at half-maximal effect; % is scaled to controls: 0 for no effect and ±100 for the full control effect; nearly all actives have a fitted effect of over 75% in size; some results filed as inactive show a strong effect at the top dose
Target sequence (P49798 whole entry, looked up): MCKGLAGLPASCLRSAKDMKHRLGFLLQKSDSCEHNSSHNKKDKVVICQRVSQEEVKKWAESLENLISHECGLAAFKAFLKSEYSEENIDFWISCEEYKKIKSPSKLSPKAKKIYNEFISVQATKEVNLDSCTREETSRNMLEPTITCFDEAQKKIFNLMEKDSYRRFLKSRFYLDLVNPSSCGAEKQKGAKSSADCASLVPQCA
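MLSMR compounds (23 nl, pin-transferred) preincubated 10 min at room temperature with a 500nM (2x) first reagent, then RGS4 at 900nM (2x) plus Transcreener GDP mix added; fluorescence polarization (620/688 nm) read before and after 90 min at 30 °C.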
Vif-APOBEC3F blk = qHTS for Inhibitors of Vif-A3F Interactions: qHTS | 0.2% of 390,000 active | Potency, µM (highest dose often 46.1 µM), without a hit: at the top dose activity, negative = active | HeLa A3F-eYFP + Vif (tagged APOBEC3F with the HIV-1 protein that degrades it), YFP fluorescence increase | AID 602313, 2012; also: potency is read from the fitted curve at half-maximal effect; % of control where 0% means no effect; nearly all actives have a fitted effect of over 65% in size
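HeLa cells stably expressing A3F-eYFP plus Vif, plated and incubated overnight at 37 deg C, then exposed to compounds overnight at 37 deg C. Blocked degradation read as raised yellow fluorescence (Ex 488/Em 500-530).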
LDHA inh = qHTS assay for inhibitors of human lactate dehydrogenase; 0.15% of 480,000 active; L-lactate dehydrogenase A chain (Homo sapiens), P00338; AID 1347041, 2019; activity change, % (values are at about 110 or 230 µM); purified LDHA, NADH/diaphorase-resazurin fluorescence; active compounds read low; in the data active = activity change below about -30%; inconclusive = mostly about -25% to -30%;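 also: plate controls were DMSO wells for no effect and wells without enzyme for full effect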
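Human LDH5 (2 nM) was incubated with 0.06 mM NADH and 0.2 mM pyruvate for 5 min at room temperature in Tris pH 7.4. Remaining NADH was coupled through diaphorase/resazurin, and resorufin fluorescence was read at 0 and 20 min.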
USP1-UAF1 inh = Inhibitors of USP1/UAF1: Primary Screen. recombinant USP1/UAF1, Ub-Rhodamine cleavage fluorescence. Potency, µM (highest dose often 57.1 µM), without a hit: top-dose activity change, negative = inhibition, hits mostly inhibitors. 0.23% of 390,000 active; also: potency is read from the fitted curve at half-maximal effect; % is scaled to controls: 0 for no effect and ±100 for the full control effect; nearly all actives have a fitted effect of over 60% in size; inactives centre near -12
Target sequence (O94782 whole entry, looked up): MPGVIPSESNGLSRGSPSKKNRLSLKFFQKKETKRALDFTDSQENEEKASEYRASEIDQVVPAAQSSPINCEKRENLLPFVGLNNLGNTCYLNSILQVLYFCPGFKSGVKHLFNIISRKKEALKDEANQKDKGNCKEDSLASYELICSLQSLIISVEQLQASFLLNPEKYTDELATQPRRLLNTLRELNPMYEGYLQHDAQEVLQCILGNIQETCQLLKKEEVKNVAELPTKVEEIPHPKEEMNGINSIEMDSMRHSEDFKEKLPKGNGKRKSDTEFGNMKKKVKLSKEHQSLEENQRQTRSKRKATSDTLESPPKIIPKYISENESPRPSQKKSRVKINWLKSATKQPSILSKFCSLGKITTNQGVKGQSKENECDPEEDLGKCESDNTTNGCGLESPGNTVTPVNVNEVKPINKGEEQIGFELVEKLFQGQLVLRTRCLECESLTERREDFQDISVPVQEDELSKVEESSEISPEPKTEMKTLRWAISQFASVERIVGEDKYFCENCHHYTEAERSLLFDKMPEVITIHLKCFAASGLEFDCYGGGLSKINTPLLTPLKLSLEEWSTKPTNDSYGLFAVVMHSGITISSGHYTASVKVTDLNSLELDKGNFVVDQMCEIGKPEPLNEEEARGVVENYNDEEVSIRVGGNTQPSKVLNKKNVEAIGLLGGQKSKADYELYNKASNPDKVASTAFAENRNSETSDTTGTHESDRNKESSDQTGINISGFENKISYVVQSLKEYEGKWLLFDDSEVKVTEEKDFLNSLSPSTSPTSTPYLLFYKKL
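In this screen, compounds sit with the deubiquitinase complex (1nM) for 15 min at room temperature before Ub-Rho is added at 150nM final. Fluorescence rise is then followed for 6 reads every 60 seconds.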
Glioma ERSR ind = qHTS for Inducers of the Endoplasmic Reticulum Stress Response (ERSR) in Human Glioma: qHTS | U87-MG GRP78 promoter luciferase reporter, 16 h | Potency, µM, for the others: top-dose activation, actives largely listed as activators | 0.02% of 420,000 active | AID 602332, 2012; also: potency is read from the fitted curve at half-maximal effect; series mostly up to about 76 µM; % of control where 0% means no effect; nearly all actives have a fitted effect of over 35% in size
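Stably transfected U87-MG human glioma cells carrying a GRP78-based luminescent sensor were seeded at 1000 cells/well, pin-dosed with compounds and incubated 16 h. Luciferase reagent was then added, and end-point luminescence was read after 10 min at room temperature.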
TrxR1 inh = qHTS Assay for Inhibitors of Mammalian Selenoprotein Thioredoxin Reductase 1 (TrxR1): qHTS. Thioredoxin reductase 1, cytoplasmic (Rattus norvegicus), O89049. recombinant rTrxR1, NADPH fluorescence consumption, selenite substrate. Potency, µM (doses to about 114 µM), inactives show top-dose activity change, negative = inhibition, actives largely listed as inhibitors. 1% of 390,000 active. AID 588453, 2011; also: potency is read from the fitted curve at half-maximal effect; % is scaled to controls: 0 for no effect and ±100 for the full control effect; nearly all actives have a fitted effect of over 65% in size
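Rat TrxR1 (90 nM in the dispensed reagent) was pre-reduced with 400 uM NADPH for 5 min at room temperature, then incubated with compound for 15 min. After 400 uM selenite was added, NADPH fluorescence (Ex 340/Em 450 nm) was followed for 8 min.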
TrxR1 substrate = qHTS Assay for Substrates of Mammalian Selenoprotein Thioredoxin Reductase 1 (TrxR1): qHTS; purified TrxR1 substrate turnover, NADPH consumption readout; 0.01% of 390,000 active; Potency, µM (titrated, usually from 114 µM), inactives show at the top dose activity change, negative = substrate turnover; also: potency is read from the fitted curve at half-maximal effect; % is scaled to controls: 0 for no effect and ±100 for the full control effect; nearly all actives have a fitted effect of over 50% in size
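Rat TrxR1, dispensed at 90 nM, was prereduced with 400 uM NADPH (final) for 5 min at ~22 deg C, then incubated with compound 15 min before 400 uM selenite. A first-read NADPH fluorescence drop versus no-compound background flagged substrates.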
* = called active by the depositor; ? = inconclusive; . = no result given; & = joins results of further samples; [ ] = dose if it differs, or a comment. Unless noted, calls follow the shape of the dose curve; as a rule, active = well fitted curve in the direction sought with a large enough effect; inconclusive = small, poorly fitted or top-dose-only effect, or another doubt; inactive = no such curve, though single readings can be large; an effect the other way counts as inactive or inconclusive. Some of the compounds tested. The share of hits here may be higher or lower than overall.

SMILES | Vif-A3G inh | mIDH1 inhibitor | RGS4 inh | Vif-APOBEC3F blk | LDHA inh | USP1-UAF1 inh | Glioma ERSR ind | TrxR1 inh | TrxR1 substrate
COc1cc(OC)cc(-c2c(-c3cccs3)c3cc(-c4ccc5cc[nH]c5c4)ccc3n2C)c1 | -1% | 0% | -29% | -3% | -1 | -8% | -3% | -11%[57.1 µM] | 11%[57.1 µM]
S=C(Nc1ccc2c(c1)OCCO2)Nc1ccc2c(c1)OCO2 | 0% | 9% | -9% | 4% | 9 | -23% | -4% | -30% | -1%
COc1cccc(C(=O)NC2CCCc3c2cnn3-c2ccc(C)c(C)c2)c1OC (stereo unspecified) | 8% | 9% | -5% | 0% | -2 | -21% | -5% | 6% | 1%
COc1cc(O)c(C(CC(=O)N2CCCC2)c2cc(OC)c(OC)c(OC)c2)c(OC)c1 (stereo unspecified) | -1%&-5% | -3% | 5%&0% | -1% | 0 | -13% | -3%&-2% | 10%[57.1 µM] | 4%&4%
Cc1ccc(OCc2ccc(C(=O)Nc3nccs3)o2)cc1C | -1% | 5% | 4% | -11% | 4 | -22% | 8% | 9% | 14%
Cc1nn(-c2ccc(N3CCOCC3)nn2)c(C)c1CCC(=O)NCc1ccc(F)cc1 | 2%&1% | -12%&15% | 14%&-4% | -18%&3% | -2&2 | -17%&-5% | 0%&-4% | 10% | -3%
COc1ccc(-n2nc(C(=O)N3CCCC(C)C3)c3c4ccccc4n(C)c3c2=O)cc1 (stereo unspecified) | . | . | -32% | . | -9 | -18% | . | 19% | -2%
O=C(CC1C(=O)NCCN1Cc1ccc(F)cc1)NCCN1CCCc2ccccc21 (stereo unspecified) | 1% | 4% | 15% | 0% | -1 | -22% | 1% | 0% | 2%
CC(=O)Nc1ccccc1C(=O)C(=O)Nc1cccc(F)c1 | -1% | -2% | -11% | 5% | -3 | -2% | 5% | -7%[57.1 µM] | -8%[57.1 µM]
O=C(CSCc1ccc(F)cc1)N1CCc2c([nH]c3ccccc23)C1c1ccc(F)cc1 (stereo unspecified) | 3% | -9% | 8% | 2% | -2 | -12% | -2% | 22%[57.1 µM] | 1%[57.1 µM]
C[C@@H]1COC(=O)[C@H](CC(=O)OC(C)(C)C)C/C=C\C[C@@H](CC(=O)N[C@H](CO)Cc2ccccc2)C(=O)N1 | -1% | -18% | -1% | 3% | -6 | -16% | -3% | 12%[57.1 µM] | 8%[57.1 µM]
CCOC(=O)c1csc(NC(=O)c2ccc(S(=O)(=O)N(C)C)cc2)n1 | 3% | -2% | -14% | 4% | -4 | 4% | -2% | 26% | 24%
CCC(C)c1ccccc1OCCn1ccnc1 (stereo unspecified) | -1% | 8% | -27% | -10% | -18 | -14% | -5% | -1% | -2%
S=C(NCCc1c[nH]c2ccccc12)NC1CCCCC1 | 4% | 0% | -50% | 9% | -1 | ? | 3% | 16%[57.1 µM] | -4%
Cc1nc2ccc(NC(=O)c3cccnc3)cc2s1 | -4% | 8% | -17% | -1% | 1 | -18% | -3% | 24%[57.1 µM] | -1%[57.1 µM]
CCOC(OCC)P(=O)(c1ccccc1)c1ccccc1 | -1% | 4% | -9% | 4% | 0 | -19% | -3% | -9% | -4%
Brc1ccc2ncc(Br)cc2c1 | 0% | 7% | 7% | -1% | -6 | -19% | -3% | 11% | 6%[57.1 µM]
C=C(C)COc1ccc2c3c(c(=O)oc2c1OCC(=C)C)CCC3 | -1% | 6% | 8% | -11% | 4 | -1% | 0% | 22% | 20%
CC(C)CC(=O)Nc1cccc(-c2nc3ccccc3[nH]2)c1 | -1%&1% | -3%&15% | -24%[11.4 µM] | 1%&-2% | -5&-7 | -23%&-9% | 4%&0% | ? | 14%&10%
CC(C)CCNC(=O)c1ccc2c(c1)NC(=O)C(C(C)C)N2 (stereo unspecified) | -1% | 0% | 10% | 5% | -13 | -23% | -1% | 2% | -7%
O=S(=O)(Nc1cc(C(F)(F)F)ccc1N1CCOCC1)c1ccc2ccccc2c1 | -3% | 4% | -12% | 7% | 3 | -21% | -5% | 9%[57.1 µM] | -23%[57.1 µM]
CC(=O)c1sc(NC(=O)C2CCCN2S(=O)(=O)c2ccccc2F)nc1C (stereo unspecified) | 0% | 14% | 16% | -9% | -11 | -5% | -4% | 16% | 1%
O=C(c1cc(COc2c(F)cccc2F)on1)N1CCC(c2ccccc2F)C1 (stereo unspecified) | 0% | 4% | -14% | 4% | -2 | -19% | 4% | 15% | -4%
Cc1ccc(C)c(OCCCC(=O)Nc2nccs2)c1 | 3% | 8% | 3% | -5% | -7 | -1% | -4% | 3% | -5%
Cc1ccc(CNC(=O)C2CCCC2)cc1 | 1% | -9% | 10% | -2% | -14 | -20% | 0% | 6% | -4%
COC(=O)c1c(C)oc(C)c(C(=O)OC)c1=O | 1% | 5% | -23% | -5% | -2 | 2% | -3% | 1%[57.1 µM] | 7%[57.1 µM]
CCCCn1c(N2CCCC2)nc2c1c(=O)[nH]c(=O)n2C | -1% | -6% | -17% | -4% | -4 | -10% | -5% | 7% | -3%
O=C(Nc1ccccc1)c1ccc(Nc2c([N+](=O)[O-])cc([N+](=O)[O-])c3ccccc23)cc1 | 1% | 2% | 8% | 3% | -2 | -2% | -4% | -16% | -17%
CC(C)CCN1CCN(Cc2cccn2-c2nccs2)CC1CCO (stereo unspecified) | -8% | -9% | 35% | 0% | -3 | 3% | -3% | 8% | 2%
O=C(Cc1ccccc1)NC1c2ccccc2-c2ccccc21 | -5% | 7% | -2% | -5% | -5 | -2% | -1% | 17%[57.1 µM] | -3%[57.1 µM]
CCOc1ccc(CCNC(=O)Cn2c(-c3nonc3N)nc3ccccc32)cc1OCC | -9% | 8% | -21% | -10% | -7 | -10% | -11% | 5% | -3%
CCNc1nc(Oc2ccc(Cl)cc2Cl)cc(C(F)(F)F)n1 | -12% | 5% | 18% | -18% | 0 | -17% | -3% | 18% | 6%
COc1cc(-c2cc(-c3nnco3)c3ccccc3n2)cc(OC)c1OC | -2% | 12% | -12% | 0% | -14 | -12% | 0% | 3%[57.1 µM] | -6%
CCOc1ccc(S(=O)(=O)N2CCNC(=O)C2)cc1 | -3% | -4% | 26% | -1% | -2 | 3% | -1% | -6% | -4%
O=C(COn1nnc2ccc(S(=O)(=O)N3CCOCC3)cc21)NCc1cccc(Cl)c1 | 0% | -2% | . | -4% | 0 | -24% | -2% | . | .
Cc1ccc(NC(=O)c2cn(-c3ccccc3)nc2-c2ccccc2)cc1 | 0% | -1% | 6% | 4% | -10 | -3% | -4% | 10% | 5%
NC(=O)COc1ccc2oc(=O)cc(-c3cc4ccccc4o3)c2c1 | 1% | -5% | 3% | 4% | -4 | -18% | -1% | -2% | -3%
O=C(NCCCCc1ccccc1)c1cccc(NC(=O)C2CCCCC2)c1 | 5% | 10% | -2% | 2% | -5 | -14% | -2% | 40%[activator] | 1%
COc1ccc(NC(=O)CN(C)C(=O)c2sc3ccccc3c2Cl)cc1 | -2% | 13% | 16% | 2% | -3 | -1% | -5% | -6% | -5%
CC(=O)NCc1ccc(-c2csc(-c3cccs3)n2)cc1 | ? | 0% | 4% | -26% | -8 | ? | 5% | 1% | 5%
CC(C)(C)c1csc(NC(=O)Cc2cccs2)n1 | -12% | 9% | -23% | -2% | -4 | -17% | 3% | 10%[57.1 µM] | 6%[57.1 µM]
COc1ccc(CNC(=O)c2ccc3nc(-c4ccc(F)cc4)c(-c4ccc(F)cc4)nc3c2)cc1 | 0% | 8% | 3% | 2% | 0 | -26% | -2% | 16%[57.1 µM] | 4%[57.1 µM]
COc1ccccc1N1CCN(C(=O)c2cc(N3C(=O)C4C5CCC(C5)C4C3=O)ccc2Cl)CC1 (stereo unspecified) | 0% | 1% | -4% | 1% | -7 | -6% | -4% | -22% | -14%
COc1ccc(C(=O)NCCS(=O)(=O)NCc2ccccc2OC)cc1 | -6% | 0% | 9% | 4% | 0 | -24% | 5% | 9%[57.1 µM] | 3%[57.1 µM]

One compound at a time, from the list above. Order of screens: Vif-A3G inh	mIDH1 inhibitor	RGS4 inh	Vif-APOBEC3F blk	LDHA inh	USP1-UAF1 inh	Glioma ERSR ind	TrxR1 inh	TrxR1 substrate
`O=C(COn1nnc2ccc(S(=O)(=O)N3CCOCC3)cc21)NCc1cccc(Cl)c1` is listed as 0%	-2%	.	-4%	0	-24%	-2%	.	.
`COc1ccc(NC(=O)CN(C)C(=O)c2sc3ccccc3c2Cl)cc1` is listed as -2%	13%	16%	2%	-3	-1%	-5%	-6%	-5%
